# Assay outcomes (PubChem BioAssay)
# PAFAH1B3 FP inh: inhibitors of human PAFAH1B3; Q15102; recombinant PAFAH1B3, FP-rhodamine probe, fluorescence polarization; inhibition, % at 3.39 µM; hit rate 0.28% among 340,000; AID 492972;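 active = inhibition above the screen-wide average of all tested compounds plus 3 SD, cut at about 25% in these data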;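 also: 0% = enzyme with DMSO only and 100% = wells lacking PAFAH1B3 protein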
# Target sequence (Q15102 whole entry, looked up): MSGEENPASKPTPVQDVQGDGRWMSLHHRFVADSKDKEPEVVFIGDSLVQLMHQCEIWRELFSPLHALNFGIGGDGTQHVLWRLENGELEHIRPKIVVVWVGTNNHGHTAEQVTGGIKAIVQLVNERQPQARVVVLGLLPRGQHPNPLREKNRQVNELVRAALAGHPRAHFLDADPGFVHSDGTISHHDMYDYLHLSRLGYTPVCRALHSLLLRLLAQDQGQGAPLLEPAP
# PAFAH1B2 inh: blocks human PAF acetylhydrolase 1b catalytic subunit 2 | P68402 | recombinant PAFAH1B2, FP-rhodamine activity probe, fluorescence polarization | inhibition, % at 3.39 µM | hit rate 1.2% among 340,000 | AID 492953;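 active = inhibition above the mean of all tested compounds plus 3 SD, cut at about 24% in these data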;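 also: 0% = enzyme with DMSO and 100% = wells lacking PAFAH1B2; many of its hits are not listed in these tables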
# Target sequence (P68402 whole entry, looked up): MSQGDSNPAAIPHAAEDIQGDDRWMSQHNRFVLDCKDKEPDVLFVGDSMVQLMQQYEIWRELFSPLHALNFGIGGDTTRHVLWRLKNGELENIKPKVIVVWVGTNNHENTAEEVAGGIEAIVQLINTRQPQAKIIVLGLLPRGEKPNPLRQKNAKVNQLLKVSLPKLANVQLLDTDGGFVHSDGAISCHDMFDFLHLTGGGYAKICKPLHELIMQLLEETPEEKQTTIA
# PAFAH2 inh: PAFAH2 (human) inhibition; Q99487; inhibition, % at 3.39 µM; hit rate 0.99% among 340,000; recombinant PAFAH2, FP-rhodamine activity probe, fluorescence polarization; AID 492956;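 active = inhibition above the mean over all tested compounds plus 3 SD, cut at about 30% in these data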;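 also: inhibitors block probe labeling of enzyme so polarization drops; 0% = enzyme with DMSO and 100% = wells lacking PAFAH2 protein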
# An asterisk follows results filed as active.
SMILES,PAFAH1B3 FP inh,PAFAH1B2 inh,PAFAH2 inh
CCC1(CC)NC(=O)N(CC(=O)OCC(=O)c2cc(C)c(C)cc2C)C1=O,-2,6,12
CC[n+]1c(C)cc2c(sc3ccccc32)c1C,7,5,2
CC(C)(C)CCN1CCC(CN2CCNC(=O)C2=O)CC1,-2,5,-4
CCOCc1cnc(C)nc1NCC(=O)c1c(C)n(C)c2ccc(OC)cc12,0,2,-1
O=C(Oc1cccc2ccccc12)c1ccccc1,2,4,6
CCOC(CN=c1nc(N(C)C)ss1)OCC,2,1,-3
CCCn1c(SCC(=O)Nc2ccccc2Cl)nc(O)cc1=O,0,3,-3
c1ccc(Oc2ncnc3ccccc23)cc1,3,3,-1
O=C(Nc1cccc(-c2nc3ncccc3o2)c1)c1ccc2c(c1)OCO2,6,8,2
CC(C)C[C@H]1CN([C@@H](CC(C)C)CN2CCC[C@@H]2CN2C(=O)C(=O)NC[C@@H]2Cc2ccccc2)C(=O)C(=O)N1CCc1ccccc1,13,2,14
CCSC1=C(C#N)C(c2ccc(F)cc2)CC(=O)N1 (stereo unspecified),6,6,1
O=[N+]([O-])c1cc([N+](=O)[O-])c(Oc2cccc3c2CCCC3)cc1NN1CCCCC1,-1,3,-3
CN(C)C(=O)CSc1nnc(-c2ccco2)n1-c1ccccc1,12,-1,-3
O=P1(NC2CCCCC2)OCC2(CO1)COP(=O)(NC1CCCCC1)OC2 (stereo unspecified),5,5,-4
O=C(/C=C1\C(=O)Nc2ccccc21)/C=C1\C(=O)Nc2ccccc21,4,8,5
Nc1nc(SCc2ccccc2)c2ncn(C3CCCO3)c2n1 (stereo unspecified),4,-2,1
COc1ccc(S(=O)(=O)N2CCC(C(=O)NC3CCCC3)CC2)cc1OC,8,4,-3
CCOc1ccc(C(C(=O)NCC2CCCO2)N(Cc2cccnc2)C(=O)c2snc(C(N)=O)c2N)cc1 (stereo unspecified),-2,1,-9
Nc1nc(SCc2ccccc2)cc(SCc2ccccc2)n1,3,2,-5
Cc1cccc(Oc2ncccc2[N+](=O)[O-])c1C,6,2,2
CCCCN(CCCC)c1nn[nH]n1,4,8,1
CCOc1ccc(N(CC(=O)N/N=C/c2ccccn2)S(=O)(=O)c2ccc(Cl)cc2)cc1,15,4,2
NS(=O)(=O)c1cccc(NC(=O)CSc2n[nH]c(-c3ccccc3Br)n2)c1,-5,0,-6
O=C(NCc1ccccc1)N(Cc1cc2cc3c(cc2[nH]c1=O)OCCO3)CC1CCCO1 (stereo unspecified),7,9,-1
Cc1nn(-c2ccncc2)c2c1C(=O)CC(C)(C)C2Br (stereo unspecified),10,4,1
SMILES,PAFAH1B3 FP inh,PAFAH1B2 inh,PAFAH2 inh
CCN(CC)S(=O)(=O)c1cccc(NC(=O)c2ccc(S(=O)(=O)N3CCCC3)cc2)c1,1,2,-5
CSCCC(NC(=O)c1ccccc1)C(=O)N1CCN(Cc2ccc(Cl)cc2)CC1 (stereo unspecified),6,7,5
COc1ccc(N2CCN(C(=O)COC(=O)[C@@H](NC(=O)c3ccccc3Cl)C(C)C)CC2)cc1,14,0,4
COc1ccccc1NC(=S)NN=C(C)c1ccccn1,4,2,-1
Cc1nc(N2CCN(c3ccccc3F)CC2)[nH]c(=O)c1C,2,6,0
CC1CCCCN1S(=O)(=O)c1cccc2nonc12 (stereo unspecified),9,1,2
CCN(C(=O)COC(=O)[C@H](C)N=C1NS(=O)(=O)c2ccccc21)C1CCS(=O)(=O)C1 (stereo partly specified),2,-2,-4
NCC(=O)NCC(=O)NC[C@H]1O[C@@H](n2ccc(=O)[nH]c2=O)[C@H](O)[C@@H]1O,-1,4,1
COc1ccc(C(=S)N2CCN(c3ccccc3C)CC2)cc1OC,10,3,-8
Fc1ccc(CNc2ccc(CNc3ncn[nH]3)cc2)cc1,7,5,2
CN(C)c1ncnc2c1ncn2C1CCCCO1 (stereo unspecified),2,2,-3
COC(C[C@@H](O)C[C@H](O)COCc1ccccc1)OC,7,1,0
Cn1cc(CN2CCC(n3nccc3NC(=O)C3CCCC3)CC2)cn1,-2,1,-2
CSc1ncc(C(=O)Nc2cccc(Cl)c2)c(C)n1,2,2,-2
S=C1NC[C@H](Cc2ccccc2)N1CC1CCN(CCCCc2ccccc2)CC1,9,2,-1
CCN(CC)CCN1C(=O)C(=O)/C(=C(/O)c2ccc(Cl)cc2)C1c1ccncc1 (stereo unspecified),4,4,-6
C=C(C)COC(=O)C1CC2OC2CC1C(=O)OCC(=C)C (stereo unspecified),6,4,-5
CCC(C)NC(=O)CSc1nc2cc3c(cc2c(=O)n1Cc1ccco1)OCO3 (stereo unspecified),6,1,-3
Cc1cc(C)c2[nH]c(C(=O)N3CCC(n4nccc4NC(=O)C4CC4)CC3)c(C)c2c1,9,-1,-1
Cc1cccc(OCC(O)Cn2c(N3CCCCC3)nc3c2c(=O)[nH]c(=O)n3C)c1 (stereo unspecified),3,2,-3
CC1(c2ccccc2)NC(=O)N(CC(=O)N(CC(=O)Nc2ccccc2C(F)(F)F)Cc2ccco2)C1=O (stereo unspecified),9,0,7
Cc1ccc(/C=[N+](\[O-])c2ccc(N(C)C)cc2)c2nsnc12,15,4,1
Cc1ccc(NC(=S)N2CCCC2)cc1C,6,5,-4
O=C1C[C@@H]2c3c(cccc3CN1Cc1ccccc1Cl)C[C@@H](O)[C@H]2O,7,5,-2
Cc1cnc(NC(=O)CC2OC(=O)c3ccccc32)s1 (stereo unspecified),4,-1,9
SMILES,PAFAH1B3 FP inh,PAFAH1B2 inh,PAFAH2 inh
CC(=O)NC(Cc1ccccc1C)C(=O)NC1CCN(C(=O)NCc2ccccc2)CC1 (stereo unspecified),7,2,-7
COc1ccc(S(=O)(=O)N2CCCCC2)cc1NC(=O)Cc1cccc(C(F)(F)F)c1,6,0,7
CC(C)(C)OC(=O)N1CCC(C(=O)Nc2cccc(C(=O)NCCCc3ccccc3)c2)CC1,5,4,2
CCOc1ccc(NC(=O)COC(=O)c2ccc3ncsc3c2)cc1OCC,2,-4,-1
CC(=O)N1Cc2[nH]c3ccccc3c2CC1C(=O)O (stereo unspecified),11,-5,-6
CCc1nnc(NS(=O)(=O)c2ccc(NC(=O)c3cc(Cl)ccc3[N+](=O)[O-])cc2)s1,3,2,1
CN(Cc1ccco1)C(=O)CN1C(=O)NC(c2ccccc2)(c2ccccc2)C1=O,2,3,-4
COc1ccccc1OCC(O)CN1CCOCC1 (stereo unspecified),8,6,-5
Cc1ccc(NC(=O)CCN2C(=O)NC(C)(C)C2=O)cc1F,9,0,6
O=C1C(c2ccccc2)c2ccccc2N1Cc1ccccc1 (stereo unspecified),6,10,2
CCCCNC(=O)c1nn2c(C(F)(F)F)cc(-c3ccccc3)nc2c1Br,-2,-4,-1
CC1CCN(C(=O)COC(=O)CNC(=O)c2ccccc2F)CC1,7,0,12
Cc1c(CC(=O)N[C@@H](C)C(=O)O)c(=O)oc2c(C)c3occ(-c4ccccc4)c3cc12,1,6,2
CCOC(=O)C1(NC(=O)C2(N3C(=O)c4ccccc4C3=O)CCCC2)CCCC1,2,3,-5
COc1ccc(N(C)S(=O)(=O)c2ccc(Cl)c(C(=O)NNC(=O)c3ccccc3O)c2)cc1,12,9,3
Cc1cc(C(C)(C)C)ccc1Oc1cccc2c1S(=O)(=O)N(C1CCCC1)CC(COCc1ccccc1)O2 (stereo unspecified),4,2,6
C[C@@H]1CN([C@H](C)CO)C(=O)Cc2cc(NC(=O)CCC(F)(F)F)ccc2O[C@@H]1CN(C)S(=O)(=O)c1ccccc1,2,2,5
N#CC(C#N)=C1CCCc2sccc21,8,6,5
O=C(NCCc1ccccc1F)C1CC(=O)N(c2cccc(C(F)(F)F)c2)C1 (stereo unspecified),4,5,0
CNc1nc2ccccc2n1CC(=O)c1ccccc1,11,-1,4
Cc1cc(-c2ccccc2)nc(Nc2nc3c(C)cccc3c(=O)[nH]2)n1,1,0,0
CCOC(=O)c1ccc(CC(=O)c2ccc(O)c(O)c2O)o1,5,4,25
Cc1cccc(-c2nnc(SCC(=O)NC3CCCC3)o2)c1,11,9,3
CCCc1ccc(S(=O)(=O)N2CCN(C(C)C(=O)NCc3ccccc3)CC2)cc1 (stereo unspecified),4,0,2
NC(=O)c1ccccc1N/C=C/C(=O)c1ccc(Cl)cc1Cl,11,8,-5
SMILES,PAFAH1B3 FP inh,PAFAH1B2 inh,PAFAH2 inh
O=P(Cc1cccc2ccccc12)(c1ccccc1)c1ccccc1,-5,9,10
CCCCn1c(N)c(N(CC(C)C)C(=O)c2cccc(S(=O)(=O)N(CC)c3ccccc3)c2)c(=O)[nH]c1=O,-8,12,-3
CC(C)c1nnc2n1N=C(c1ccc(Cl)cc1)CS2,-7,3,-1
O=C1/C(=C\c2ccccc2)CCC/C1=C/c1ccccc1,7,8,5
CS(=O)(=O)c1cccc(C(=O)Nc2cccc(S(=O)(=O)N3CCCC3)c2)c1,-1,-1,2
CC1CN(C(NC(=O)c2ccccc2)C(Cl)(Cl)Cl)CC(C)O1 (stereo unspecified),4,4,3
Cc1cc(NS(=O)(=O)c2ccccc2)ccc1NS(=O)(=O)c1ccccc1,5,28*,12
CCOC(=O)/C(=C\c1ccc(N2CCC(c3ccccc3)=N2)cc1)C(C)=O,2,3,-6
COC(=O)C1C2CC3c4[nH]c5cc(OC)ccc5c4CCN3CC2CC(OC(=O)CC(C)=O)C1OC (stereo unspecified),4,3,-9
CCOc1ccc(/C=C(/C#N)c2nnc(N3CCOCC3)n2-c2ccccc2)cc1OC,4,3,-6
NN=C1c2ccccc2-c2ccc(N)cc21,5,2,-5
CCCCn1c(NC(=O)c2ccco2)c(S(=O)(=O)c2ccc(C)cc2)c2nc3ccccc3nc21,-5,1,4
Fc1ccc(-c2cc3nc(-c4ccccc4)cc(N4CCN(CCN5CCOCC5)CC4)n3n2)cc1,6,0,5
COc1ccc(N(C(=O)c2ccco2)C(C(=O)NC2CCCC2)c2ccc(C)cc2)c(OC)c1 (stereo unspecified),-3,0,7
O=C(Cn1ncc(Cl)c(Cl)c1=O)N1CCN(Cc2ccccc2)CC1,2,9,5
COc1ccc(CN2C(=O)c3ccccc3C2C(=O)NC2CCCC(C)C2C)c(OC)c1 (stereo unspecified),-6,20,-1
O=C(CNC(=O)c1cc(=O)[nH]c2ccc(S(=O)(=O)N3CCOCC3)cc12)Nc1ccc(F)c(F)c1,2,3,-3
O=C1c2cccc3cccc(c23)C(=O)N1CC1CCN(S(=O)(=O)c2ccccc2)CC1,10,0,-1
CCCCN(C(=O)Cc1ccc2c(c1)OCCO2)c1c(N)n(CC(C)C)c(=O)[nH]c1=O,-3,3,-1
COc1ccc(-c2cc3ncc(-c4ccccc4)c(N)n3n2)cc1,7,7,3
CC(Sc1nncn1C)C(=O)Nc1ccc2ccccc2c1 (stereo unspecified),-3,-3,8
CCc1ccc(N(CC(=O)N2CCN(Cc3ccccc3)CC2)S(C)(=O)=O)cc1,-1,0,-5
Cc1ccc[n+](C(C(=S)NCc2ccco2)=C([O-])c2ccccc2Cl)c1,4,2,3
COc1cccc(NC(=O)Nc2ccc(C(C)(C)C)cc2)c1,11,3,-2
Cc1ccccc1NC(=O)c1ccccc1NC(=O)c1ccccc1F,11,4,-1
CCOc1ccc(NS(=O)(=O)c2cc(NC(=O)CCNC(=O)c3ccco3)ccc2OC)cc1,-10,1,-2
CC12CCC(=O)C=C1C(O)CC1C2CCC2(C)C1CCC2(O)C(=O)CO (stereo unspecified),-2,2,7
CN(CC(=O)NCc1ccccc1)Cc1cccc(F)c1,0,10,2
CCOc1ccc2c(c1)C(NC(C)=O)C(=O)N2CCN1CCOCC1 (stereo unspecified),-1,2,-2

# Some of these compounds in order of number of heavy atoms, smallest number first.
SMILES,PAFAH1B3 FP inh,PAFAH1B2 inh,PAFAH2 inh
NN=C1c2ccccc2-c2ccc(N)cc21,5,2,-5
CC(C)c1nnc2n1N=C(c1ccc(Cl)cc1)CS2,-7,3,-1
O=C1/C(=C\c2ccccc2)CCC/C1=C/c1ccccc1,7,8,5
COc1cccc(NC(=O)Nc2ccc(C(C)(C)C)cc2)c1,11,3,-2
COc1ccc(-c2cc3ncc(-c4ccccc4)c(N)n3n2)cc1,7,7,3
O=P(Cc1cccc2ccccc12)(c1ccccc1)c1ccccc1,-5,9,10
CC12CCC(=O)C=C1C(O)CC1C2CCC2(C)C1CCC2(O)C(=O)CO (stereo unspecified),-2,2,7
CCc1ccc(N(CC(=O)N2CCN(Cc3ccccc3)CC2)S(C)(=O)=O)cc1,-1,0,-5
CCCCN(C(=O)Cc1ccc2c(c1)OCCO2)c1c(N)n(CC(C)C)c(=O)[nH]c1=O,-3,3,-1
CCOc1ccc(/C=C(/C#N)c2nnc(N3CCOCC3)n2-c2ccccc2)cc1OC,4,3,-6
CCOc1ccc(NS(=O)(=O)c2cc(NC(=O)CCNC(=O)c3ccco3)ccc2OC)cc1,-10,1,-2
CCCCn1c(NC(=O)c2ccco2)c(S(=O)(=O)c2ccc(C)cc2)c2nc3ccccc3nc21,-5,1,4
Fc1ccc(-c2cc3nc(-c4ccccc4)cc(N4CCN(CCN5CCOCC5)CC4)n3n2)cc1,6,0,5
CCCCn1c(N)c(N(CC(C)C)C(=O)c2cccc(S(=O)(=O)N(CC)c3ccccc3)c2)c(=O)[nH]c1=O,-8,12,-3

# Only part of the results is shown. The share of hits here may be higher or lower than overall.
